Bim-Bcl-2: human Bim-Bcl-2 interaction inhibition. P10415. Bead-based flow cytometry, Bim peptide-Bcl-2 binding. inhibition, % at 10 µM. 190,000 tested, 0.06% active; in the data active = inhibition above about 40%; inconclusive = no clear call, values can overlap the other calls;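 note: 0% = no compound wells with probe peptide and 100% = reference peptide inhibitor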
Target sequence (P10415 whole entry, looked up): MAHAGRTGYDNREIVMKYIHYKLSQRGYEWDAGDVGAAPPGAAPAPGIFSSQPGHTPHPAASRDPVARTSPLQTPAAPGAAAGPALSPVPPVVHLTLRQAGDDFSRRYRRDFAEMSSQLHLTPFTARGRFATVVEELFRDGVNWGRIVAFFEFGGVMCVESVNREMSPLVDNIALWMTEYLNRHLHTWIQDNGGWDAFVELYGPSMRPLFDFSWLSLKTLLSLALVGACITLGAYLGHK
Bim-Bcl-W: disrupts Bim peptide binding to human Bcl-W | Q92843 | bead-based flow cytometry | inhibition, % at 10 µM | 190,000 tested, 0.02% active;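 note: 0% = bound tracer without compound and 100% = peptide blocker; higher means less fluorescent Bim peptide bound to Bcl-W beads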
Target sequence (Q92843 whole entry, looked up): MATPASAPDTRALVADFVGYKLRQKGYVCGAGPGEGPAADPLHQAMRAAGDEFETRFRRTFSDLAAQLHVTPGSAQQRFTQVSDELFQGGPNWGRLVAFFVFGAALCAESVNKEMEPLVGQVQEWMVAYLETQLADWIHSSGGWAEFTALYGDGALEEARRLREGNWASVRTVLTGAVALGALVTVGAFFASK
Bim-Bcl-B: human Bim-Bcl-B interaction inhibition. Q9HD36. bead-based flow cytometry, Bim peptide-Bcl-B binding. inhibition, % at 10 µM. 190,000 tested, 0.073% active;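 note: 0% = tracer peptide without compound and 100% = reference inhibitor peptide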
Target sequence (Q9HD36 whole entry, looked up): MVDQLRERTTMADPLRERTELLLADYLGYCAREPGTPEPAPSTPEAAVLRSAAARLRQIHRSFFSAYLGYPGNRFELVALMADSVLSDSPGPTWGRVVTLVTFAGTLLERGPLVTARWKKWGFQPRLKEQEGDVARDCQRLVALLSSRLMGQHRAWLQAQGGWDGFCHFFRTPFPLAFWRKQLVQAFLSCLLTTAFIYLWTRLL
Bcl-XL Bim block: disrupts Bim peptide binding to human Bcl-XL | Q07817 | bead flow cytometry, fluorescence | inhibition, % at 10 µM | 190,000 tested, 0.04% active
Target sequence (Q07817 whole entry, looked up): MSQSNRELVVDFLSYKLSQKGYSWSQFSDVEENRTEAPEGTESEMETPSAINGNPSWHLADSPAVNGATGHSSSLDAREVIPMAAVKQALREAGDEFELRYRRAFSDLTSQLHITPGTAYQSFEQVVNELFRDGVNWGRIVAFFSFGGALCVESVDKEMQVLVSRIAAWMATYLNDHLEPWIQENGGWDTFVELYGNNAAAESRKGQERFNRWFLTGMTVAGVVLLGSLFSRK
RGS4-Gao reg: human RGS4-Galphao interaction regulation; binding response (% of control), % at 10 µM; AID 1415; P09471; Multiplexed bead flow cytometry, RGS4-Galphao binding; actives lie on both sides; 220,000 tested, 0.33% active; in the data active = binding response below about 49% or above about 150%; inactive = in between;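 note: fluorescent Galphao activated with aluminum fluoride binding bead-coupled RGS4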
Bim-Mcl-1: human Bim-Mcl-1 interaction inhibition; Q07820; Bead-based flow cytometry, Bim peptide-Mcl-1 binding; inhibition, % at 10 µM; 190,000 tested, 0.1% active; AID 1009;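 note: 0% = no compound tracer wells and 100% = peptide blocker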
RGS7-Gao reg: modulates binding of RGS7 to human Galphao | Multiplexed bead flow cytometry; actives lie on both sides | P09471 | AID 1439 | 220,000 tested, 0.35% active | binding response (% of control), % at 10 µM; in the data active = binding response below about 49% or above about 150%; inconclusive = no clear call, values can overlap the other calls; inactive = in between;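 note: fluorescent Galphao held in activated GDP-AlF4 state binding bead-coupled RGS7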
Mcl1 Noxa PPI: disrupts binding of human Mcl-1 to Noxa peptide. 220,000 tested, 1.5% active. Q07820. inhibition, % at 21.7 µM. TR-FRET Mcl-1/Noxa peptide binding, 2 h;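 active = compounds that cut the protein-peptide binding signal by more than 50% relative to plate controls in a single-dose test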;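 note: His-tagged Mcl-1 with rhodamine Noxa BH3 peptide and terbium anti-His antibody; 0% = Mcl-1 plus Noxa peptide wells and 100% = peptide-only wells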
RGS8-Gao: human RGS8-Galphao interaction regulation; response (percent of control binding), % at 10 µM; 220,000 tested, 0.34% active; AID 1423; multiplexed bead flow cytometry, RGS8-Galphao binding; actives lie on both sides; in the data active = response below about 60% or above about 140%; inactive = in between;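 note: Galphao activated as the GDP aluminium fluoride complex binding bead-coupled RGS8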
Bfl-1 Bim block: inhibitors of Bim-Bfl-1 interaction, human | Q16548 | Bead-based flow cytometry, Bim-Bfl-1 binding inhibition | inhibition, % at 10 µM | 190,000 tested, 0.12% active;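 note: 0% = wells without compound plus tracer and 100% = blocker peptide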
Mcl1-Bid inh: disrupts binding of human Mcl-1 to Bid peptide | 220,000 tested, 0.97% active | TR-FRET Mcl-1/Bid-Dy647 peptide binding, 1536-well | AID 1021 | inhibition, % at 21.7 µM | Q07820;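 active = compounds that cut the binding signal by more than half at the single screening dose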;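 note: His-tagged Mcl-1 with europium anti-His antibody binding Bid BH3 peptide; 0% = Mcl-1 plus peptide wells and 100% = peptide-only wells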
* hit, by the source's call; ? = inconclusive; . = not tested or not shown; [ ] = another dose, or the depositor's remark. Cut-off read from the data, not from the text of the source, unless noted: active = inhibition above about 40%.

Bim-Bcl-2	Bim-Bcl-W	Bim-Bcl-B	Bcl-XL Bim block	RGS4-Gao reg	Bim-Mcl-1	RGS7-Gao reg	Mcl1 Noxa PPI	RGS8-Gao	Bfl-1 Bim block	Mcl1-Bid inh	mol
0	0	-3	-3	99	-3	?	9	99	-3	-11	CSc1ccc(Cl)c(C(=O)Nc2ccc(C)cn2)c1
-5	-1	-2	-2	100	0	101	-3	101	-1	-20	CCOC(=O)C1CCN(S(=O)(=O)c2c(C)n[nH]c2C)CC1
0	0	-2	-5	103	1	111	-2	106	-1	-12	CCOC(=O)N1CCN(C(=O)c2ccccc2-c2ccccc2)CC1
-4	-3	-4	-3	103	-1	98	5	102	-4	-9	COC(=O)CNC(=O)COC(=O)/C=C/c1ccccc1[N+](=O)[O-]
-5	-2	-4	-2	103	-2	104	23	103	-6	-36	CCOCCCNC(=O)/C(C#N)=C/c1cc(OC)c(O)c([N+](=O)[O-])c1
-5	-1	-5	-2	93	0	95	-5	101	-10	-25	O=C(COC(=O)CCc1ccc(S(=O)(=O)N2CCOCC2)cc1)NC1CCCC1
-7	-4	-7	-9	100	-4	103	-91	101	-5	-110	COc1cc(OC)cc(C(=O)NNC(=O)c2ccccn2)c1
-2	0	0	0	101	0	98	26	100	-3	7	O=C(NCC1CCCO1)c1onc(CSc2ccccc2F)c1C(=O)O (centres undefined)
-13	-4	-6	-7	98	-4	98	10	99	-20	-17	Cc1ccc(N(CC(N)=O)C2SC(=O)N(C)C2=O)cc1 (centres undefined)
2	1	1	1	97	0	98	10	101	0	-9	CC(C)(C)c1ccc(CN(Cc2ccco2)Cc2nnnn2C2CCCC2)cc1
-8	-1	-6	-3	99	-1	98	-6	98	-10	-19	CCn1c(SCCC(C)C)nnc1-c1c[nH]c2ccccc12
.	.	.	.	97	.	?	-9	95	.	-42	CCN(CC)C(=O)CC(c1cc(OC)c(OC)c(OC)c1)c1c(O)cc(OC)cc1OC (centres undefined)
3	-4	3	0	104	-3	103	21	100	6	0	CN(Cc1nc(Cc2ccccc2F)no1)Cc1cccc2ncccc12
-4	0	-11	-5	102	-3	?	11	99	-4	-32	Cc1ccccc1NC(=S)N(Cc1cccnc1)Cc1ccccc1Cl
-9	-1	-11	0	106	-2	106	24	104	-10	4	Cc1ccc(Nc2c([N+](=O)[O-])c(=O)n(C)c3ccccc23)cc1C

Quoted at random: 2 compounds from above, in no set order.
Bim-Bcl-2	Bim-Bcl-W	Bim-Bcl-B	Bcl-XL Bim block	RGS4-Gao reg	Bim-Mcl-1	RGS7-Gao reg	Mcl1 Noxa PPI	RGS8-Gao	Bfl-1 Bim block	Mcl1-Bid inh	mol
-5	-2	-4	-2	103	-2	104	23	103	-6	-36	CCOCCCNC(=O)/C(C#N)=C/c1cc(OC)c(O)c([N+](=O)[O-])c1
-5	-1	-2	-2	100	0	101	-3	101	-1	-20	CCOC(=O)C1CCN(S(=O)(=O)c2c(C)n[nH]c2C)CC1

The list goes on:
Bim-Bcl-2	Bim-Bcl-W	Bim-Bcl-B	Bcl-XL Bim block	RGS4-Gao reg	Bim-Mcl-1	RGS7-Gao reg	Mcl1 Noxa PPI	RGS8-Gao	Bfl-1 Bim block	Mcl1-Bid inh	mol
-2	-3	-1	-4	97	-1	95	15	97	0	24	Cc1cc(N2CCOCC2)nc2ccc(NC(=O)CCC(=O)N3CCC(C)CC3)cc12
11	5	5	3	102	5	101	14	100	6	8	O=C(Nc1ccccn1)c1ccc2c(c1)OCCO2
-15	1	-4	-6	98	-5	102	9	101	-17	-20	COc1ccccc1CC(=O)Nc1cc(Cl)ccc1O
-3	0	0	-1	100	0	?	2	101	-3	-3	O=C(c1ccccc1Br)N1CCCC(c2nc(-c3cccs3)no2)C1 (centres undefined)
-2	2	0	0	107	1	126	5	100	-4	-13	FC(F)(F)c1nnc2ccc(Cl)nn12
-3	-1	-6	-4	105	-3	102	6	103	-1	-19	CCOC(=O)Cc1csc(NC(=O)CSc2ccc(Br)cc2)n1
-7	1	-11	-10	90	0	93	6	92	-6	-82	Cc1ccc(C2CC2c2n[nH]c(=S)n2-c2ccc(C)cc2)cc1 (centres undefined)
-10	-4	-7	-6	101	-3	103	-1	102	-6	16	CC1=NNC(=O)C(CC(=O)Nc2ccc(Cl)c(Cl)c2)C1 (centres undefined)
-2	-4	0	-2	103	-5	102	10	101	2	-7	Cc1nnc(SCC(=O)Nc2cccc(S(=O)(=O)NC3=NCCCCC3)c2)n1Cc1ccccc1
0	-1	0	-4	101	-6	96	-10	105	-5	-12	CN1CCN(C(=S)c2ccc([N+](=O)[O-])cc2)CC1
-5	-1	-2	-2	98	0	98	12	98	-2	-1	O=C(Cc1cccs1)Nc1nnc(-c2ccncc2)s1
1	-3	-6	-6	95	-3	96	-5	90	0	-1	O=C(c1cc2c(s1)-c1ccccc1OC2)N1CCc2ccccc2C1
-6	2	-5	0	103	0	103	-6	104	-6	-49	O=C(/C=C/Nc1ccc(F)c(Cl)c1)c1ccco1
-3	-2	-3	0	15*	-2	-0.2*	-9	25*	-5	-4	CC(=O)Nc1nc(N(C)C)nc(N(C)C)n1
-1	0	-2	-1	104	0	97	7	105	-2	-52	CCc1cc(=O)oc2c(C)c(O)c(CN(C)C)cc12
-4	0	-1	0	97	0	97	21	100	-2	-6	O=C(O)Cc1c(O)ccc2ccccc12
-6	0	-11	-2	99	-9	100	2	97	-2	-17	NC(=O)COC(=O)c1ccc(-c2ccccc2)cc1
-3	-6	-6	-5	103	-2	107	-1	101	0	-30	CNC(=O)C1C2C=CC3(O2)C1C(=O)N(CCOC)C3C(=O)NCc1ccc(OC)cc1 (centres undefined)
-2	-3	-1	-3	106	-3	?	11	101	0	-15	CCOC(=O)c1ccc(NC(=S)N(CCN2CCCCCC2)Cc2ccco2)cc1
3	-2	0	0	102	-2	103	17	101	0	-25	CCCn1cc2c(c1-c1cccc(C)c1)c(=O)n(C)c(=O)n2C
.	.	.	.	105	.	?	22	105	.	-2	Cc1ccc(C(=O)N/N=C/c2ccc(-c3cccc(Cl)c3)o2)cn1
-5	1	-4	-3	99	-3	101	15	99	-8	-16	CCCN1C(=O)SC(CC(=O)Nc2ccccc2)C1=O (centres undefined)
2	1	4	0	91	0	91	12	101	0	-87	COc1cc(C2C(C#N)=C(C)NC3=C2C(=O)CC(C)(C)C3)cc(OC)c1O (centres undefined)
-3	0	-5	2	98	-1	97	3	102	-10	6	COc1ccc(Oc2ccccc2/C=N/O)cc1
.	.	.	.	102	.	?	-6	102	.	-45	COc1ccc(-c2c(C)oc3c(CN4CCOCC4)c(O)ccc3c2=O)cc1
-1	2	0	-1	101	-2	105	28	102	-4	-2	Cc1nnc(-c2ccc(Cl)cc2)nc1NCCN(C)C
-2	0	-1	0	98	0	98	-17	100	-5	-22	CN(CC(=O)NC1CCCc2ccccc21)C1CCCCC1 (centres undefined)
-1	0	-1	-1	95	1	94	-81	98	-2	-99	COc1ccccc1C(=O)NNC1=C(C(=O)C(F)(F)F)CCC1
.	.	.	.	91	.	?	102*	97	.	32	Oc1nc(Nc2ccc(F)cc2)sc1/C=C1\C=Nc2ccccc21
-3	0	-4	-2	102	0	100	7	105	-3	-5	CCOC(=O)c1cnc2c(-c3ccc(Cl)cc3)cnn2c1C
0	-5	-2	0	104	-3	105	-13	101	-1	-19	COc1ccc(N2CC(C(=O)Nc3cc(C)on3)CC2=O)cc1 (centres undefined)
-5	2	-7	-8	98	-3	101	-3	100	-7	-5	Cc1ccc(C)c(-n2ccnc2SCC(=O)O)c1
2	10	15	16	97	14	99	26	99	2	-28	Cc1cc(NCc2ccccn2)n2c(nc3ccccc32)c1C#N
-5	-5	-7	-9	106	-5	105	-8	107	-5	-35	COc1ccccc1OCC(=O)Nn1c(=S)[nH]c2ncccc2c1=O
-14	0	-15	-3	103	-2	106	.	102	-17	-22	COc1ccc(Cc2nnc(SCC(=O)NC3CCCCC3)n2C)cc1
.	.	.	.	98	.	?	-30	101	.	-7	O=C(c1cc(Cl)cc(Cl)c1)N1CCN(c2cc(C(F)(F)F)nc3ccccc23)CC1
-5	-2	-3	-3	98	-7	96	13	94	-1	-16	O=C(Nc1ccccc1N1CCOCC1)c1ccccc1[N+](=O)[O-]
-9	1	-12	-4	103	1	102	12	102	-13	3	COc1ccc(CCNC(=O)c2cc(-c3cc(C)ccc3O)n[nH]2)cc1OC
-12	-4	-9	-7	103	-5	99	18	103	-19	-10	O=C(C=C1CCN(c2ncc(C(F)(F)F)cc2Cl)CC1)NNC(=O)Nc1ccc(Cl)cc1
-13	1	-14	-4	103	0	99	3	102	-12	-32	O=[N+]([O-])c1ccc(NCCNS(=O)(=O)c2ccccc2)c(C(F)(F)F)c1
-9	2	-5	-16	101	-2	99	8	99	-13	-23	C=C(C)c1cccc(C(C)(C)NC(=O)Nc2ncccn2)c1
0	8	-7	0	98	5	94	23	98	-3	10	COc1ccc(-n2c(N)c(C(=O)NCc3ccco3)c3nc4ccccc4nc32)c(OC)c1
-7	-1	-5	0	105	-2	103	15	106	-6	-60	O=C(Nc1ccccc1)Nc1ccc(C(=O)N2CCCC2)cc1
-9	0	-7	-3	106	-3	101	27	103	-7	1	Cn1c(C(=O)OCC(=O)NCc2ccco2)cc2sccc21
3	0	0	-3	102	0	99	-3	101	0	-13	Nc1nonc1C(=O)NCCNS(=O)(=O)c1ccc(F)cc1
-7	0	-9	-6	107	0	159*[activator]	10	100	-9	-7	O=C(CN1CCN(Cc2ccccc2F)C1=O)NCCc1ccc(Cl)cc1
-4	-1	-2	-2	102	-2	100	23	98	1	-70	COc1ccc2cc3c(N)c(C(=O)N4CCCC4)sc3nc2c1
-1	0	-8	0	102	1	96	-5	103	-6	-19	COc1ccc([N+](=O)[O-])cc1CSc1ccccn1
-3	5	-2	-2	105	4	101	-11	101	-6	-29	C=C(C)CSc1nc(N)c2c(C)c(C)sc2n1
6	3	1	5	87	3	88	9	86	3	-8	Cc1ccccc1NC(=O)CNc1ccccc1C(=O)NCc1ccco1
.	.	.	.	97	.	?	-8	102	.	-36	CC(CNS(=O)(=O)c1ccccc1)(c1ccccc1)N1CCCCC1 (centres undefined)
0	-1	0	-2	99	0	99	14	100	-1	17	CC(C)C1COC(c2cccc3ccccc23)=N1 (centres undefined)
-7	-2	-8	-2	101	-1	100	-7	107	-11	-51	CN(C)/C=C/C(=O)c1ccc(S(=O)(=O)c2ccccc2)cc1
-1	0	-2	-1	92	0	?	9	96	-5	-3	COc1ccc(S(=O)(=O)NC2CC2)cc1C(=O)N1CCOCC1
0	-2	-5	-8	102	-1	99	24	101	-6	-68	Cc1cccc(N2C(=O)CC(Sc3ncn[nH]3)C2=O)c1 (centres undefined)
-5	1	-5	-2	106	-1	111	-13	107	-12	-31	CC1(C)NC(=O)N(CC(O)CN2CCOCC2)C1=O (centres undefined)
-3	-2	-2	-1	96	-3	91	-4	100	0	-24	O=C(c1cc(-c2ccco2)on1)N1CCN(C(c2ccccc2)c2ccccc2)CC1
.	.	.	.	101	.	?	-19	99	.	-26	CC(C)(CO)NC(=S)NCc1ccco1
-6	-2	-3	0	104	-4	105	15	102	-3	-7	Cc1ccc(S(=O)(=O)NCc2ccc(C(=O)N(C)CCC#N)cc2)cc1
-13	-4	-12	-11	109	-7	111	-4	113	-22	-8	Nc1nnc(Cc2ccc(Cl)cc2Cl)s1

Assay outcomes deposited in PubChem BioAssay by several laboratories.
